Giardia killer – kills Giardia lamblia. Giardia lamblia trophozoite viability. activity change, % at 7.66 µM, hits read low. 340,000 tested, 0.15% active. AID 540267; in the data active = activity change below about -80%; inconclusive = between about -30% and that limit;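 note: parasites exposed to compound for two days anaerobically before the ATP read; % is set by controls: 0 for no effect and ±100 for the full control effect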
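Luminescent ATP signal served as the viability read-out, measured 15-30 min after adding ATP detection reagent to trophozoites that had been incubated with compounds for 48 hrs at 37 deg C anaerobically at 100 cells/well.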
CXXC DNA block – inhibitors of human MLL CXXC domain-DNA interaction. Q03164. MLL-CXXC / FITC-HOXA9 DNA fluorescence polarization. Potency, µM (highest dose often 115 µM), for inactives: at the top dose activity change, negative = inhibition, most hits filed as inhibitors. 290,000 tested, 0.037% active; active = well fitted inhibition curve with a large enough effect in the polarisation, with a control signal flat, not every such curve was filed as active; inconclusive = small, poorly fitted or top-dose-only effect, or effect the other way, or a change in a side signal; inactive = no such curve, though single readings can be large or run the other way; the % refers to the polarisation; note: potency is the fitted concentration of half-maximal effect
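Steps: dispense CXXC domain solution (7 uM) → pin compounds or unlabeled HOX-A9 DNA control → 5 min ambient → add FLSN-HOX-A9 solution (50 nM) → spin → 30 min ambient → fluorescence polarization. Tris pH 7.5/NaCl/DTT/BSA buffer.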
GALK inhibitor – blocks human galactokinase activity; P51570; Purified GALK, Kinase-Glo residual ATP luminescence; Potency, µM (titrated, usually from 57.5 µM), for the others: at the top dose activity change, negative = inhibition, actives largely listed as inhibitors; 270,000 tested, 0.007% active; AID 1868; note: potency is the fitted concentration of half-maximal effect; % is set by controls: 0 for no effect and ±100 for the full control effect
Target sequence (P51570 whole entry, looked up): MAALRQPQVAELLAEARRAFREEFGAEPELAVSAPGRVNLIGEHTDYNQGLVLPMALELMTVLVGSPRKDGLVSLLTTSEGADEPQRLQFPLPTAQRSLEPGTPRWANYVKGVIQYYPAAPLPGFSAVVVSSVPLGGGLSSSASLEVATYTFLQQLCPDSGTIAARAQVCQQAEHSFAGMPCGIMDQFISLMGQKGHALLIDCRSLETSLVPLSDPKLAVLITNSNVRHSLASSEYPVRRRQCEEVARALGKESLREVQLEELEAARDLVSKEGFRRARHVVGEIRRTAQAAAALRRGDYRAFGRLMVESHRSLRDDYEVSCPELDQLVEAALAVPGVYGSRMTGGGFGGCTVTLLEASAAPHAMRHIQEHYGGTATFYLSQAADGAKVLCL
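GALK at 5 nM final was combined with compound, 35 uM ATP and 100 uM galactose in HEPES pH8.0 with MgCl2 and DTT. The reaction ran one hour at room temperature before luminescent ATP detection.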
BCR signal inh – chronic active BCR signaling inhibition; AID 493014; 340,000 tested, 0.05% active; Potency, µM (top dose mostly 46.1 µM), for the others: at the top dose ratio change, negative = lower green/red ratio, usual class: inhibitors; ABC-DLBCL IkBa-CBG/CBR reporter, luminescence ratio, 4 h; active = well fitted inhibition curve with a large enough effect in the signal ratio, with a control signal flat, not every such curve was filed as active; inconclusive = small, poorly fitted or top-dose-only effect, or effect the other way, or a change in a side signal; the % refers to the signal ratio;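 note: potency is the fitted concentration of half-maximal effect; plate controls were basal doxycycline-induced cells for no effect and cells given 10 µM MG132 for full effect; MG132 reads +100%, hits lower the ratio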
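TMD8 ABC-DLBCL cells carrying doxycycline-inducible green luciferase fused to IkappaBalpha plus unfused red luciferase were exposed to compounds (up to 46 uM) for 4 hrs at 37C. Activity came from the overlap-corrected green/red luminescence ratio.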
Tb PFK block – T. brucei PFK enzyme inhibition; O15648; T. brucei PFK, ADP-Glo luminescence; Potency, µM (doses to about 57.5 µM), inactives show at the highest dose activity, negative = inhibition, actives largely listed as inhibitors; 330,000 tested, 0.17% active;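 note: potency is the fitted concentration of half-maximal effect; 0% = uninhibited 1x PFK enzyme wells and -100% = no-enzyme wells; nearly all actives have a fitted effect of over 60% in size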
Target sequence (O15648 whole entry, looked up): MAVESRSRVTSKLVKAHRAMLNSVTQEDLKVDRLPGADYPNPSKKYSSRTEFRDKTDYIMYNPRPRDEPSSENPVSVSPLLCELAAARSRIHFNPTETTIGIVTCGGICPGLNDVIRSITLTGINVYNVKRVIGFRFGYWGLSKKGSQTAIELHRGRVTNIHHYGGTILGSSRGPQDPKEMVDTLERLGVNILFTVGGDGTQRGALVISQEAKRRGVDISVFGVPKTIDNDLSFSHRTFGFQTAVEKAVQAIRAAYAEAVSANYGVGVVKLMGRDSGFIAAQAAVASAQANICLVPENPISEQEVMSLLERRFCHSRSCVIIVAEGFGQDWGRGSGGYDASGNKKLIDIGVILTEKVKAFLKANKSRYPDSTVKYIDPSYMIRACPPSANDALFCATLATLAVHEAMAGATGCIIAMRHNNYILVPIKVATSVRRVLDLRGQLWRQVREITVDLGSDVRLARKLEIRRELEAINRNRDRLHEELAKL
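1.25 nM PFK with 0.5 mM F6P and 0.1 mM ATP in 0.1 M TEA pH 8.0, 5 mM MgCl2, incubated 45 min at room temperature; ADP measured by ADP-Glo luminescence; compounds titrated up to 57 uM.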
TSHR antagonist – human thyrotropin receptor antagonism; TSHR-expressing cells, TSH-stimulated cAMP HTRF, 2 h; active compounds read low; activity change, negative = inhibition, % at 11.5 µM; 330,000 tested, 0.2% active;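 active = activity change below a set negative limit, meaning inhibition stronger than a set level, cut at about -70% in these data; inconclusive = activity change between two set negative limits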; note: % is set by controls: 0 for no effect and ±100 for the full control effect
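Freshly harvested TSHR cells receive pin-tooled compound, then EC80 TSH at 4nM final. After 2 hours at 37 deg C, antibody in lysis buffer and cAMP-d2 are added; 30 minutes at ambient temperature precede the HTRF read.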
TCR act – T cell receptor activation; 330,000 tested, under 10 active; AID 504894; primary human leukocytes, anti-CD3, IL-2 HTRF, 48 h; Potency, µM (top dose mostly 9.22 µM), for the others: at the top dose activation of IL-2 secretion, actives largely listed as activators; note: % of control where 0% means no effect
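1) Mix primary human leukocytes, a-CD3 beads and compound. 2) Incubate 48 hr. 3) Add HTRF IL-2 reagents (a-IL-2-K, a-IL-2-d2).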
A-T KAP1 phos – candidate therapy for ataxia-telangiectasia. […] A-T fibroblasts, KAP-1 phosphorylation AlphaLISA; neocarzinostatin DNA damage 30 min before lysis. AID 485349. Potency, µM (series often up to 57.5 µM), for inactives: at the top dose activation, actives largely listed as activators. 320,000 tested, 0.19% active; note: potency is the fitted concentration of half-maximal effect; % of control where 0% means no effect; nearly all actives have a fitted effect of over 45% in size
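hTERT-immortalized A-T patient fibroblasts ([…]), 500 cells/well in OPTI-MEM, 1% FBS, got compounds for 60 min, then NCS for 30 min at 37C. Lysates were then assayed for phospho-KAP-1 by AlphaLISA (anti-pKAP1 donor, anti-KAP1 acceptor beads), 6 hr at 25C.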
KCNH2 WT inh – inhibitors of human wildtype KCNH2 potassium channel; Q12809; U2OS, BacMam KCNH2, thallium flux FluxOr; active compounds read low; activity change, % at 1.84 µM; 340,000 tested, 0.37% active;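 active = maximum activity change below -70%; inconclusive = maximum activity change between -70% and -50%; inactive = maximum activity change above -50%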; note: % is set by controls: 0 for no effect and ±100 for the full control effect
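U2OS cells were transduced with wild-type KCNH2 virus (2.03 x 10^8 / mL) for 4 h at room temperature, then cultured overnight at 37 C. Thallium flux was read with FluxOr dye. Rate constants were normalized to DMSO controls.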
Coupling enz – coupling enzyme interference in Giardia aldolase counter-screen; 290,000 tested, 0.67% active; activity change, negative = inhibition, % at 58.2 µM, hits read low; coupling enzyme system counterscreen, AmpLite Red fluorescence; in the data active = activity change below about -30%; note: % is set by controls: 0 for no effect and ±100 for the full control effect
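Coupling enzymes only (glyceraldehyde-3-phosphate) + compound, at 57.5 uM final, 10 min RT; add substrate/coupling/AmpLite Red mix, 20 min RT; fluorescence ex 525/em 598 nm. Actives flag coupling-system interference.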
An asterisk follows results filed as active; u = inconclusive; x = no result given; [ ] = another dose, or the depositor's remark. Unless noted, calls come from the whole dose curve; as a rule, active = well fitted curve in the direction sought with a large enough effect; inconclusive = small, poorly fitted or top-dose-only effect, or another doubt; inactive = no such curve, though single readings can be large; an effect the other way counts as inactive or inconclusive. No enrichment for hits (roughly 1.6% active in at least one column).

SMILES | Giardia killer | CXXC DNA block | GALK inhibitor | BCR signal inh | Tb PFK block | TSHR antagonist | TCR act | A-T KAP1 phos | KCNH2 WT inh | Coupling enz
Cc1[nH]c2ccc(C(=O)OC(C)C(=O)N(C)c3ccccc3)cc2c1C (stereo not drawn) | -10 | x | x | u | -2% | 3 | -1% | -6% | 3 | x
O=C1CC(N2CCN(C/C=C/c3ccccc3)CC2)C(=O)N1Cc1ccc(N2CCCC2=O)cc1 (stereo not drawn) | -1 | -4% | -1% | 2% | -3% | -12 | 3% | -2% | 32 | 1
Cc1ccccc1S(=O)(=O)c1c(C)cc(-c2ccccc2)[nH]c1=O | -28 | -8% | -1% | 2% | -1% | 5 | x | 1% | 0 | 2
Cc1cc(C)n(C(=O)/C(C#N)=N/Nc2cc(Cl)cc(Cl)c2)n1 | -15 | 12% | -4% | 23% | -5% | -82* | 5% | 2% | -5 | 0
COc1cc(OC)c(N(C)S(=O)(=O)c2cccc(C(=O)Nc3nc(C)cs3)c2)cc1Cl | -8 | x | x | u | -3% | -27 | -4% | 11% | 1 | x
O=C(C1CCC(N2C(=O)C3CC=CCC3C2=O)CC1)N1CCCCC1 (stereo not drawn) | 0 | 5% | 3% | 1% | 0% | 21 | 11% | 3% | -1 | -2
Clc1ccc(CNC23CN4CN(CN(C4)C2)C3)c(Cl)c1 | -4 | 5% | 0% | 0% | -4% | 2 | 3%[46.1 µM] | 3% | 25 | 3
COCCn1c(=O)[nH]c(=O)c2c1nc(-c1ccc(-c3ccc(Cl)cc3[N+](=O)[O-])o1)n2Cc1ccccc1 | 10 | -4% | 5% | 0% | 15% | -3 | -1%[46.1 µM] | -3% | 1 | -30
CCOc1ccc(NC(=O)CCN2C(=O)C3CCCCC3C2=O)cc1OCC (stereo not drawn) | 0 | x | x | 3% | 2% | 6 | -3% | -2% | -2 | x
COc1ccc(CC(=O)OCC(=O)NCc2ccccc2Cl)cc1 | 19 | 6% | -1% | 2% | 0% | -6 | -23% | 2% | 3 | 1
O=C(N/N=C\C=C\c1ccc2c(c1)OCO2)c1cccnc1 | 1 | 19% | 0% | u | 0% | -7 | -1%[46.1 µM] | -5% | x | 1
CC(=O)c1sc(N/N=C\c2ccc(C)cc2)nc1C | -1 | 36%[activator] | 2% | -8% | 9% | -10 | 1%[46.1 µM] | 7% | -7 | -2
O=C(CCCc1ccccc1)Nc1ccnn1C1CCN(Cc2ccc(CO)o2)CC1 | -5 | 5% | 2% | 0% | u | 21 | -2% | -4% | 11 | 1
O=C(O)CCCC(=O)Nc1ccccc1Br | -5 | 0% | 0% | 25% | -5% | 0 | -7% | 6% | -11 | 2
CCOc1ccccc1NC(=O)CSc1ccc2nnc(-c3cccnc3)n2n1 | -13 | -8% | -1% | 2% | 1% | -5 | 5% | -1% | 19 | 0
COc1ccc([N+](=O)[O-])cc1NC(=O)C(C)OC(=O)C1CCC1 (stereo not drawn) | -5 | x | x | 15% | -3% | 7 | 3% | -4% | -3 | x
Cc1nc(SCC(=O)NC(C)(C)C)c2c(-c3cccs3)csc2n1 | -4 | 0% | 0% | 2% | -4% | -1 | 5%[46.1 µM] | -11% | 3 | 7
O=C(COc1ccc2ccc(=O)oc2c1)N1CCc2ccccc21 | -19 | -1% | -1% | -10% | 7% | -16 | -5% | 3% | -2 | 1
CC(C)CCNC(=O)COc1ccc(N(C)S(=O)(=O)c2ccc(F)cc2)cc1 | -3 | -4% | -1% | 1% | -3% | -15 | 2% | 5% | -4 | 0
CCCCCC(O)(c1ccc(OCC)cc1)C(CN1CCOCC1)c1ccccc1 (stereo not drawn) | -8 | 2% | 0% | 6% | 11% | -5 | 5% | 13% | 4 | -1
COc1ccc(CC(=O)N2CCNC2=O)cc1 | -6 | 2% | 3% | 1% | 0% | 1 | -3% | 0% | -7 | 6
COc1ccccc1N1CCN(C2CCCN(C(=O)c3csc(C)n3)C2)CC1 (stereo not drawn) | 6 | 5% | -3% | 0% | -1% | 2 | -3% | 0% | 13 | x
C=CCNc1cc(F)ccc1S(=O)(=O)NCC=C | 31[activator] | x | x | -1% | -3% | 7 | -4%[46.1 µM] | 20% | 22 | x
O=C(COC(=O)/C=C/c1ccc(Cl)cc1Cl)Nc1ccc2c(c1)OCCO2 | 1 | u | -1% | 14% | 1% | -5 | 14% | -1% | -6 | -3
CN(Cc1cnccn1)C(=O)CC1C(=O)NCCN1CC(c1ccccc1)c1ccccc1 (stereo not drawn) | 4 | -9% | -1% | -8% | -1% | -7 | -9% | 8% | -14 | -5
O=S(=O)(O)c1cccc(N=Nc2c(O)ccc3ccccc23)c1 | -1 | u | 1% | 20% | 27% | 2 | -2% | -6% | -5 | 5
O=C(CN1C(=O)c2ccc([N+](=O)[O-])cc2C1=O)NC1CCCCCC1 | -9 | x | x | 2% | -1% | 6 | -134% | 4% | -3 | x
Cc1cc(C)c(S(C)(=O)=O)c(Oc2cccc(Cl)c2)n1 | 21 | 1% | 0% | 6% | -7% | -3 | -5% | 3% | -9 | 3
O=C(NCCc1ccc(F)cc1)c1ccc([N+](=O)[O-])cc1 | 5 | 1% | 1% | u | 3% | -8 | -2% | -1% | -3 | 0
O=C(/C=C/c1cccs1)N1CCC2(CC1)Oc1ccc(Cl)cc1C(=O)C21CC(c2cccnc2)=NO1 (stereo not drawn) | -20 | 2% | 3% | 8% | -3% | -8 | -1% | -3% | 2 | 0
Cc1ccc(NS(=O)(=O)c2cccc3cccnc23)cc1Cl | -25 | u | 0% | 6% | 0% | -9 | 2% | -4% | -3 | -3
COc1ccccc1NC(=S)NC1CCCCCC1 | 4 | -4% | 4% | u | -3% | -1 | 0%[46.1 µM] | 5% | 1 | 1
Cc1cc(Br)ccc1NC(=O)CNC(=O)c1cnn(C)c1 | 2 | x | x | 1% | 1% | 2 | 1% | 4% | 6 | x
COc1ccc(CC2(CO)CCN(C(C)Cc3ccc(Cl)cc3)CC2)cc1 (stereo not drawn) | 25 | 9% | 2% | -1% | -1% | 11 | x | -2% | -93* | 0
CC(C)c1c(C(=O)N/N=C/c2ccco2)nnn1-c1nonc1N | 2 | 39%[activator] | -3% | 2% | -5% | -5 | 0% | 6% | -3 | x
Cc1nc(SCC(=O)Nc2ccc3c(c2)OCCO3)c2oc3ccccc3c2n1 | 21 | 11% | -1% | u | -3% | -4 | -2% | -2% | 5 | 0
Cn1c(=O)nc2n(Cc3ccccc3)c3ccccc3cc-2c1=O | -7 | -3% | 1% | 11% | 1% | -4 | 2%[46.1 µM] | 1% | -7 | 2
Cc1ccc(-c2nc3ccccc3o2)cc1NC(=S)NC(=O)c1cc2ccccc2o1 | 11 | 5% | -2% | 4% | 6% | -8 | 1%[46.1 µM] | 14% | 0 | 3
O=C(CCCCCNC(=O)c1ccccc1)N/N=C/c1ccccc1O | 9 | 1% | x | u | u | -7 | 1%[46.1 µM] | 6% | 5 | 7
CN1CCN(S(=O)(=O)c2cccc(S(=O)(=O)c3ccc(Cl)cc3)c2)CC1 | -4 | 1% | -1% | x | x | x | x | x | 10 | -1
Cc1cc(-c2ccc(C(C)C)c(S(=O)(=O)N3CCC(C)CC3)c2)on1 | -3 | 6% | 0% | 1% | -10% | -35 | -26% | -5% | -2 | -1
CCNc1nc(NC(C)C)nc(SCCOc2ccc(C)cc2)n1 | 0 | 1% | 2% | 14% | 1% | -10 | 1% | 8% | -1 | 3
CC(C)(C)OC(=O)N1CCN(C(=O)Cn2cc(CCO)nn2)CC1 | -21 | -7% | 3% | u | 0% | -2 | 1% | -18% | 6 | -1
CCn1c(SCC(=O)c2ccc(F)cc2)nnc1-c1ccoc1C | -6 | 0% | 0% | u | 0% | 6 | -1% | 7% | -9 | 3
CC(C(=O)Nc1cccc([N+](=O)[O-])c1)N(c1ccccc1)S(C)(=O)=O (stereo not drawn) | 0 | 4% | 9% | 0% | -4% | -8 | x | -1% | -10 | 0
CC(C)(C)c1ccccc1OCC(O)CN1CCN(c2ccccn2)CC1 (stereo not drawn) | -15 | 7% | 0% | -5% | 3% | -8 | -7% | -2% | 11 | -2
CSc1nc2nc(-c3cccc(C(F)(F)F)c3)ccn2n1 | -22 | -2% | 1% | -6% | 4% | 0 | -8% | 4% | -5 | 0

High-throughput results deposited in PubChem by National Center for Advancing Translational Sciences (NCATS).
